Nrf2 ARE act – activators of Nrf2 (ARE) signaling. AREc32 ARE-luciferase reporter (MCF7-derived line), luminescence, 24 h. Potency, µM (top dose mostly 46.1 µM), for the others: at the highest dose activation, hits mostly activators. actives 0.31% (n = 410,000); also: potency is read from the fitted curve at half-maximal effect; % of control where 0% means no effect; nearly all actives have a fitted effect of over 65% in size
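AREc32 cells carrying an ARE-driven firefly luciferase reporter were seeded at 1000 cells/well in OPTI-MEM with 5% FBS, then exposed to compound for 24 hr at 37 deg C. Luminescence was read with Steady-Glo after 30 min at RT.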
MmCpn inh – M. maripaludis TRiC chaperonin inhibition. Potency, µM (top dose mostly 76.9 µM), for the others: top-dose activity, negative = inhibition, actives largely listed as inhibitors. actives 0.031% (n = 330,000). purified Mm-Cpn ATPase, ADP Transcreener TR-FRET; also: potency is read from the fitted curve at half-maximal effect; % is scaled to controls: 0 for no effect and ±100 for the full control effect; nearly all actives have a fitted effect of over 80% in size
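ATPase turnover read by TR-FRET ADP competition (Eu cryptate antibody/ADP-d2, 665/590 nm): 10uM ATP final, 25nM Mm-CPN final, 30 min 37degC after 10-min compound preincubation, pH 7.4 Tris/KCl/MgCl2/DTT buffer.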
TGFb SMAD3 inh – TGF-b pathway inhibition. actives 1.2% (n = 410,000). AID 588855. Potency, µM (highest dose often 46.1 µM), inactives show at the top dose activity, negative = inhibition, usual class: inhibitors. HepG2 CAGA-GFP TGF-b/SMAD3 reporter, GFP fluorescence, 18 h; TGF-beta stimulated, 500 pg/mL final; also: potency is read from the fitted curve at half-maximal effect; % is scaled to controls: 0 for no effect and ±100 for the full control effect; nearly all actives have a fitted effect of over 65% in size
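HEPG2 CAGA-GFP, 1000 cells/well; 2 h settle, 37 C; cpd via pin tool; TGF-b 500 pg/mL final; 18 h, 37 C; GFP imaging ex488/em500-530; %Activity normalised to -TGF-b and +DMSO controls; CRC fit, curve class.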
CCT chaperon mod – cytosolic chaperonin activity modulation. purified chaperonin ATPase assay, HTRF ADP detection, 30 min. activity change, % (no concentration beside the values), hits read low. actives 0.3% (n = 360,000). AID 651819; in the data active = activity change below about -30%; also: % is scaled to controls: 0 for no effect and ±100 for the full control effect
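Nucleotide hydrolysis assay: TRiC at 20–40 nM final (set by batch activity) with 10 uM ATP, 30 min at 37 °C, in presence of 76 uM compound. Detection by competitive ADP HTRF, 30 min ambient.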
pAkt inh – inhibitors of Akt phosphorylation | Neuro2A IGF-stimulated pAkt S473 HTRF, 20 min; hits give low values | activity change, % for hits at 50 µM | actives 0.32% (n = 360,000) | AID 651550; in the data active = activity change below about -80%; inconclusive = mostly about -51% to -80%; also: % is scaled to controls: 0 for no effect and ±100 for the full control effect
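Neuro2A cells (4,500/well, DMEM with 0.5% FBS) were treated with compound at a single 50 µM final concentration, stimulated with 6 nM IGF for 20 min at 37 °C, and lysed. Phospho-Akt Ser473 was read by HTRF as 665/615 ratio ×10^4.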
ATXN viability – cell viability loss in ATXN counter-screen; S2 cells (HEK-293 line with an ATXN2-luciferase reporter) viability, CellTiter-Fluor protease fluorescence, 24 h; Potency, µM (top dose mostly 56.7 µM), usual class: cytotoxic; actives 0.49% (n = 400,000); also: potency is read from the fitted curve at half-maximal effect; nearly all actives have a fitted effect of over 40% in size
A549 viability – A549 cytotoxicity, counter-screen for Nrf2 inhibitors. A549 ARE-Fluc cells, CellTiter-Fluor viability, 18-24 h. Potency, µM (doses to about 46 µM), for the others: at the top dose activity change, negative = cytotoxicity, most hits filed as inhibitors. actives 0.16% (n = 390,000); also: potency is read from the fitted curve at half-maximal effect; % is scaled to controls: 0 for no effect and ±100 for the full control effect
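A549 ARE_Fluc cells in 5% FBS OPTI-MEM were exposed to compounds in concentration-response for 18-24 h at 37 deg C. Viability was read by CellTiter-Fluor fluorescence (Ex 405/Em 525) after 30 min, before the luciferase read.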
Nrf2 inh – Nrf2 pathway inhibition | A549 ARE-Fluc reporter, luciferase luminescence, 18-24 h | Potency, µM (series often up to 46 µM), without a hit: at the top dose activity change, negative = inhibition, usual class: inhibitors | actives 2.1% (n = 360,000); also: potency is read from the fitted curve at half-maximal effect; % is scaled to controls: 0 for no effect and ±100 for the full control effect; nearly all actives have a fitted effect of over 60% in size
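A549 ARE_Fluc cells, 5000/well, 5% FBS OPTI-MEM; compounds in dose-response, 18-24 h at 37 °C/5% CO2; CellTiter-Fluor viability read (Ex 405/Em 525), then BugLite luciferase luminescence = Nrf2 activity.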
HepG2 viability – kills HepG2 cells in TGF-b inhibitor counter-screen. Potency, µM (series often up to 46.1 µM), without a hit: at the highest dose activity change, negative = cytotoxicity, hits mostly cytotoxic. actives 0.76% (n = 410,000). HepG2 CAGA-GFP viability, ATP luminescence, 18 h; also: potency is read from the fitted curve at half-maximal effect; some results filed as inactive show a strong effect at the top dose
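CellTiter-Glo luminescence gave cytotoxicity after 18 hours at 37 degrees C. The cells were HepG2 CAGA-GFP in 1% FBS DMEM, stimulated with 500 pg/mL TGF-beta after compound addition. %Activity was normalised to no-cell wells (complete cell-killing) and DMSO (no toxicity), and curves were fitted and classified.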
* hit, by the source's call; i = inactive; ? = inconclusive; nt = no result given; & = joins results of further samples; [ ] = another dose, or the depositor's remark. Unless noted, calls follow the shape of the dose curve; as a rule, active = well fitted curve in the direction sought with a large enough effect; inconclusive = small, poorly fitted or top-dose-only effect, or another doubt; inactive = no such curve, though single readings can be large; an effect the other way counts as inactive or inconclusive. Rows were taken by chance (roughly 4.4% active in at least one column).

SMILES	Nrf2 ARE act	MmCpn inh	TGFb SMAD3 inh	CCT chaperon mod	pAkt inh	ATXN viability	A549 viability	Nrf2 inh	HepG2 viability
Cc1nc2nc(SCc3c(F)cccc3Cl)nn2c(C)c1Cc1ccccc1	5.2%	nt	?	nt	nt	nt	12%	nt	-26%
Cc1ccc(-c2cc3nc(C)cc(NCc4ccco4)n3n2)cc1	4.1%	-7%	3%	-2.0	i	i	3%	?	-5%
COc1cc(C(=O)ON=C2C3CC4CC(C3)CC2C4)cc(OC)c1OC	-0.7%	1%	-4%	-0.4	i	?	?	-1%	-13%
Cc1nn(C)c(C)c1NS(=O)(=O)c1c(C)n[nH]c1C	-0.6%	3%	34%[activator]	-0.6	i	i	-7%	4%	-47%
CCCn1c(SCC(=O)NNC(=O)c2ccc(OC)cc2)nnc1C(C)C	0.5%	-1%	-2%	-2.0	i	i	1%	2%	10%
CSc1ccccc1OCc1cc(C(=O)N(C)CCc2c(C)n[nH]c2C)no1	0.0%	2%	2%	2.1	i	i	-5%	-3%	-1%
O=C(OCCNc1nc(-c2ccccc2)nc2ccccc12)c1ccncc1	5.4%	0%	4%	-3.8	i	i	0%	-1%	-19%
CC1(C(=O)NNC(=O)c2ccc(=O)oc2)CC1Br (configuration not stated)	0.6%	1%	1%	0.4	i	nt	-2%	8%	-12%
Cc1ccc(C(=O)NNC(=O)c2csc(N3CCOCC3)n2)o1	-0.1%	-2%	13%	-0.6	i	i	3%	18%	-4%
Cc1ccc(NC(=O)CNCC(c2ccccc2)N(C)C)cc1F (configuration not stated)	0.2%	1%	2%	-1.4	i	i	3%	?	-23%
O=C(Nc1nncs1)c1ccc2c(c1)OCO2	0.5%	0%	2%	0.0	i	i	3%	?	-5%
COc1cccc(N2CCN(S(=O)(=O)c3c(C)[nH]c(C)c3C(=O)N3CCCC3)CC2)c1	-0.4%	-1%	-2%	-1.5	i	i	3%	0%	-33%
CCCCn1c(N)c(N(CCC(C)C)C(=O)CC2OC(=O)c3ccccc32)c(=O)[nH]c1=O (configuration not stated)	0.0%	4%	0%	-0.3	i	i	-4%	-2%	0%
CC12CC3(C)CC(C)(C1)CC(C(=O)NCc1ccccn1)(C2)C3	0.1%	0%	-24%	-0.6	i	nt	-18%	0%	-35%
CC1=C(C(=O)OCc2ccccc2)C(c2cccnc2)c2c(n(C)c(=O)n(C)c2=O)N1 (configuration not stated)	2.2%&3.0%	-1%	-1%&3%	1.4&-2.6	i	i	-6%&2%	?	-2%&-6%

Three compounds already listed, arranged by molar mass, rising.
SMILES	Nrf2 ARE act	MmCpn inh	TGFb SMAD3 inh	CCT chaperon mod	pAkt inh	ATXN viability	A549 viability	Nrf2 inh	HepG2 viability
Cc1ccc(-c2cc3nc(C)cc(NCc4ccco4)n3n2)cc1	4.1%	-7%	3%	-2.0	i	i	3%	?	-5%
Cc1ccc(NC(=O)CNCC(c2ccccc2)N(C)C)cc1F (configuration not stated)	0.2%	1%	2%	-1.4	i	i	3%	?	-23%
Cc1nc2nc(SCc3c(F)cccc3Cl)nn2c(C)c1Cc1ccccc1	5.2%	nt	?	nt	nt	nt	12%	nt	-26%

Going on with the list.
SMILES	Nrf2 ARE act	MmCpn inh	TGFb SMAD3 inh	CCT chaperon mod	pAkt inh	ATXN viability	A549 viability	Nrf2 inh	HepG2 viability
Cc1ccc2sc(N(CCCN(C)C)C(=O)c3ccc(S(=O)(=O)N4CCCCCC4)cc3)nc2c1C	7.1%	4%	?	0.6	i	i	-12%	13%	-85%
O=C(Nc1ccc2ccccc2n1)C1CCCCC1	-0.1%	-2%	0%	1.3	i	i	-5%	?	4%
Cc1ccc2nc(N3CCN(C(=O)C4CC4)CC3)sc2c1	0.8%	nt	6%	nt	nt	nt	1%	nt	2%
O=C(CCc1nc(-c2cccs2)no1)Nc1cccc([N+](=O)[O-])c1	9.1%	nt	0%	nt	nt	?	1%	5%	-26%
COC(=O)COc1cc(Cl)c(C=O)cc1OC	-0.6%	-1%	-2%	-0.6	i	i	3%	2%	-50%
N#CCCN(C(=O)CN1CCN(S(=O)(=O)c2ccc(Cl)s2)CC1)c1ccc(F)cc1	0.3%	1%	-1%	-2.5	i	i	1%	1%	-21%
CCOC(=O)c1cnc(SC)nc1Oc1cccc(NC(=O)c2ccc(Cl)cc2)c1	-0.7%	0%	0%	-0.8	i	i	-3%	nt	42%
COc1cccc(CNC(=O)C2CCN(S(=O)(=O)c3ccc4c(c3)NC(=O)CO4)CC2)c1	-0.6%	-1%	-1%	3.5	i	i	-1%	?	0%
Cc1cc(C)c(S(=O)(=O)Nc2cccc3nsnc23)c(C)c1	-0.3%	-2%	?	-1.8	i	i	-4%	-26%	-1%
COc1ccc(-c2nc(C(=O)NCC3CCCO3)cc3c2[nH]c2ccccc23)cc1 (configuration not stated)	1.2%	-18%	11%	1.0	i	?	-20%	?	-23%
O=C(N[C@@H]1C/C=C\C[C@@H](CC(=O)N(CCO)Cc2ccccc2)C(=O)N[C@H](Cc2ccccc2)COC1=O)OCC1c2ccccc2-c2ccccc21	0.2%	1%	-9%	1.6	i	i	-3%	-2%	-12%
CCn1c(=O)c(=O)n(CC)c2cc(S(=O)(=O)Nc3cccc(OC)c3)ccc21	-0.6%	2%	-2%	-1.2	i	i	1%	?	8%
Cc1ccc(C(=O)CCNc2ccc(Br)cc2)o1	?	nt	-17%	-12	i	i	-2%	2%	-24%
Cc1cccc(N(CC(O)Cn2c3ccccc3c3ccccc32)S(=O)(=O)c2ccc(F)cc2)c1 (configuration not stated)	0.7%	nt	?	nt	nt	nt	-26%	?	-99%
CCC(=O)Nc1ccc(C(=O)CSc2nc3ccc(C)cc3[nH]2)cc1	6.4%	-4%	-7%	0.2	i	i	-8%	1%	5%
Cc1ccc(Nc2c(-c3ccc(N(C)C)cc3)nc3ncccn23)cc1	2.3%	0%	18%	1.0	i	i	4%	5%	16%
COc1ccc(OC2(C)CCN(Cc3ccc(-c4ccccc4)o3)C2)cc1 (configuration not stated)	5.4%	nt	?	-1.5	i	i	nt	nt	-41%
CCN(CC)S(=O)(=O)c1ccc(N2CCOCC2)c(NC(=O)c2cc(-c3ccccn3)nc3ccccc23)c1	2.5%	1%	-3%	3.8	i	?	-17%	?	13%
COc1ccccc1OCCn1cc(C(=O)c2ccco2)c2ccccc21	-0.3%	-7%	-8%	2.4	i	i	-19%	?	-6%
c1cc2ccc3ccc(-n4cnnn4)c4ccc(c1)c2c34	0.0%	-8%	-6%	-0.9	i	?	-3%	?	-30%
O=C1Cn2c(nc3ccccc32)N1c1ccccc1F	-0.7%	4%	-1%	1.1	i	i	-5%	0%	0%
Cn1c(=O)c2c(-c3ccccc3)n(CCCN3CCOCC3)cc2n(C)c1=O	-0.1%	0%	2%	-4.5	i	i	1%	5%	-24%
Cc1nn(C(=O)COc2ccccc2)c(C)c1Sc1ccccc1	3.3%	nt	nt	nt	nt	nt	2%	10%	-5%
N/C(=N\OC(=O)CCCOc1ccc(Cl)cc1Cl)c1ccncc1	0.2%	-6%	23%	-1.7	i	i	26%	3%	8%
CCOC(=O)c1cccc(Nc2ncnc3ccc(C)cc23)c1	3.7%	-1%	-15%	0.3	i	i	-8%	nt	3%
CCc1nc2nc(C)c(NS(=O)(=O)c3ccc(Br)s3)c(=O)n2[nH]1	-0.5%	0%	-3%	-0.8	i	i	4%	10%	-25%
Cc1ccc(C(=O)CS(C)(=O)=O)cc1	-0.4%	2%	-5%	-0.6	i	i	-5%	5%	18%
COc1ccc(-c2[nH]ncc2CN2CCSCC2)c(OC)c1	0.1%	0%	1%	0.6	i	i	3%	1%	-2%
Cn1ncc([N+](=O)[O-])c1C(=O)Nc1nccs1	-0.9%	0%	-9%	-0.3	i	i	-4%	3%	0%
Cc1csc(NC(=O)C(C)N2C(=O)c3ccccc3S2(=O)=O)n1 (configuration not stated)	-0.5%	1%	-1%	0.6	i	i	1%	24%	1%
CC(C)NC(=O)CN(Cc1ccc(F)cc1)C(=O)CCC(=O)Nc1nccs1	0.1%	2%	9%	1.1	i	i	3%	9%	8%
COc1ccc(-c2nc(SC)n(C)c(=O)c2C#N)cc1OC	-0.3%	0%	-15%	-14	i	i	8%	nt	4%
COc1ccc([C@@H]2[C@@H]3C(=O)N(C(C)(C)C)C(=O)[C@@H]3[C@]3(Cc4ccccc4)C(=O)N(c4cccc(Cl)c4)C(=O)N23)cc1	3.2%	0%	-25%	-0.9	i	i	-9%	?	-19%
CCOC(=O)C1C(c2ccccc2O)NC(=O)NC1(O)C(F)(F)F (configuration not stated)	0.5%	2%	1%	0.3	i	?	-13%	23%	0%
CSc1nnc(NC(=O)c2nc(S(=O)(=O)Cc3ccccc3)ncc2Cl)s1	?	2%	?	-0.2	i	nt	-28%	?	-157%
CC(C#Cc1c([C@@H](C)Oc2ccccc2)nnn1Cc1ccccc1)Oc1ccccc1 (some centres not stated)	4.7%	1%	?	0.1	i	i	-1%	-3%	-43%
NC(=S)N=Nc1c(O)n(Cc2ccc(Br)cc2)c2ccccc12	0.5%	0%	?	-27	i	?	-12%	?	-52%
CSc1ccc(/C=C2\NC(=O)NC2=O)cc1	0.6%	nt	-13%	0.4	i	i	9%	20%	-25%
COc1ccc(CCN=C(NS(=O)(=O)c2ccccc2)c2ccccc2)cc1OC	-0.4%	-1%	7%	-1.2	i	i	-13%	-17%	-6%
CSC1=NCCN1C(=O)c1cccc(Br)c1	-0.5%	0%	6%	-1.8	i	i	1%	1%	-2%
Cc1ccc2nc(-c3sc4nc(C)ccc4c3N)[nH]c2c1	5.5%	-8%	-15%	1.2	i	i	-6%	?	-24%

Compound activity deposited in PubChem by National Center for Advancing Translational Sciences (NCATS).
